GLP-1R agonist – activates the human GLP-1 receptor. P43220. HEK293 GLP-1R CRE-luciferase, luminescence, 4-6 h; cells express a hypersensitive GLP-1R form. Potency, µM (doses to about 45.6 µM), inactives show at the top dose activation, hits mostly activators. 0.007% of 380,000 active; also: potency is read from the fitted curve at half-maximal effect; % of control where 0% means no effect
PLK1 PBD inh – blocks phosphopeptide binding to human PLK1 polo-box domain; 2.8% of 360,000 active; Plk1 PBD binding of FITC phosphopeptide, fluorescence polarization; P53350; AID 720504; Potency, µM, without a hit: max response, negative = inhibition, most hits filed as inhibitors; also: potency is read from the fitted curve at half-maximal effect; series mostly up to about 57 µM; % is scaled to controls: 0 for no effect and ±100 for the full control effect; nearly all actives have a fitted effect of over 65% in size
Target sequence (P53350 whole entry, looked up, the tested form may be a part): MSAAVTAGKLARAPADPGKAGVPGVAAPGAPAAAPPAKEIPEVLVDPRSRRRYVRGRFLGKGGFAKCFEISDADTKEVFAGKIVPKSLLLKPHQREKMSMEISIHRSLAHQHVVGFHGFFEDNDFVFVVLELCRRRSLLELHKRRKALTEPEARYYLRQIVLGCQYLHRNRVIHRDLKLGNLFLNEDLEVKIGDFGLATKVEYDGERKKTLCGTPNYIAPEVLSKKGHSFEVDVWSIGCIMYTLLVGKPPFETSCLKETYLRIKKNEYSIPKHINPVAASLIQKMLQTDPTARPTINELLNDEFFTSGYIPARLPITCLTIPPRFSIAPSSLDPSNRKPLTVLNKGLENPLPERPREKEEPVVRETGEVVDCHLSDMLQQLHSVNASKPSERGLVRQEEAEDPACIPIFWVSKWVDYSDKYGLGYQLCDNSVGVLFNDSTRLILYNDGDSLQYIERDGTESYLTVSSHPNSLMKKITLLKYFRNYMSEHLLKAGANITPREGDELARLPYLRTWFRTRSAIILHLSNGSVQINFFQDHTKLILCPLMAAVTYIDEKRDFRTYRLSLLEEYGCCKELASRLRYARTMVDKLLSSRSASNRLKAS
DRD3 agonist – D3 dopamine receptor (human) agonism | P35462 | D3R DiscoveRx beta-arrestin cells, luminescence, 90 min | max activation, % | 0.58% of 410,000 active | AID 652048; in the data active = max activation above about 30%; also: 0% is about no effect; mostly tested at two doses, the higher about 12 µM
Target sequence (P35462 whole entry, looked up): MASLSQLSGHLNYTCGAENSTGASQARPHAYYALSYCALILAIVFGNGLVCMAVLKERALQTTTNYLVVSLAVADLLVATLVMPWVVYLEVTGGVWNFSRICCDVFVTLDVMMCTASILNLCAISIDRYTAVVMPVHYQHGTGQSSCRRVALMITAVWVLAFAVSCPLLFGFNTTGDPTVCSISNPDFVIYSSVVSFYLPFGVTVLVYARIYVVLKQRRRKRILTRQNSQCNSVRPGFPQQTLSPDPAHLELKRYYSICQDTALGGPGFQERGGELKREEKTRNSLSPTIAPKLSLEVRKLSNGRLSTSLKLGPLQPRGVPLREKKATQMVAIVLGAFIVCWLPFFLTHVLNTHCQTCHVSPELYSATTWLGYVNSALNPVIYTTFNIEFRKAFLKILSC
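Agonist-mode cell screen: cells plated at 1500/well and incubated overnight at 37 °C, then exposed to library compounds for 90 min at 37 °C. Detection reagent was added for 30–60 min at room temperature, and luminescence was read.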
IL-2 act – activates IL-2 in a cell-based reporter assay | IL-2 activation reporter assay, cell-based qHTS; stimulated with anti-CD3/CD4/CD28 beads; in transgenic mouse T cells | activation, % (series mostly up to about 46 µM) | 0.065% of 360,000 active | AID 652025; in the data active = activation above about 50%; inconclusive = mostly about 30% to 49%; also: 0% is about no effect
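Readout is EGFP and DsRed signal by fluorescent plate cytometry after 18 h at 37 degrees C. Transgenic mouse T cells (750/well) received compound for 60 min before bead stimulation (anti-CD3, anti-CD4, anti-CD28); memory T cells served as non-tolerant control.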
PI5P4K alpha inh – inhibitors of human PI5P4K alpha; P48426; PI5P4Kalpha enzyme, ADP-Glo luminescence, 60 min; hits give low values; max response, %; 1.2% of 330,000 active; AID 652105; active = max response of -50% or lower; inconclusive = between -30% and -50%; inactive = -30% or higher; also: value at the top dose of about 77 µM; % is scaled to controls: 0 for no effect and ±100 for the full control effect
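Quantitative HTS of the MLSMR library against PI5P4Kalpha with substrate. ATP added last at 5 microM final; room temperature, 60 minutes. Remaining ATP depleted, ADP converted and read as luminescence.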
D3 antag – D3 dopamine receptor (human) antagonism; 2.5% of 360,000 active; max response, negative = inhibition, %; D3R cells, DiscoveRx beta-arrestin luminescence, antagonist mode; hits give low values; AID 652054; P35462; in the data active = max response below about -50%; inconclusive = no clear call, values can overlap the other calls; also: % is scaled to controls: 0 for no effect and ±100 for the full control effect; mostly tested at two doses, the higher about 12 µM
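Cells expressing the human receptor were seeded at 1500 cells/well, incubated overnight at 37 degrees C in 5% CO2, then exposed to library compounds with dopamine controls for 90 minutes at 37 degrees C before luminescent detection.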
GLP1R cytotox – cytotoxicity counter-screen for GLP-1 receptor inverse agonists. AID 624418. HEK293 cAMP-luciferase reporter cells, luminescence, 24 h. Potency, µM (doses to about 38.3 µM), without a hit: at the top dose activity change, negative = inhibition, usual class: inhibitors. 0.13% of 410,000 active;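 also: loss of luciferase light is scored as toxicity; potency is read from the fitted curve at half-maximal effect; % is scaled to controls: 0 for no effect and ±100 for the full control effect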
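Luminescence readout: signal drop marks cytotoxicity. Plated cells grew 12 h at 37 °C, 5% CO2, received 23 nL compound for 24 h, then got luciferase reagent, read after 12 min at RT.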
GLP1R inv ag – inverse agonists of human GLP-1 receptor; Potency, µM (highest dose often 38.3 µM), for the others: at the top dose activity change, negative = inhibition, most hits filed as inhibitors; 1.6% of 410,000 active; HEK293 GLP-1R CRE-luciferase, luminescence, 24 h; GLP-1R form is constitutively active; P43220; also: potency is read from the fitted curve at half-maximal effect; % is scaled to controls: 0 for no effect and ±100 for the full control effect; nearly all actives have a fitted effect of over 55% in size
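HEK293 cells stably co-expressing a cAMP-responsive luciferase reporter and constitutively active GLP-1R were seeded, incubated 12 h, then exposed to compounds for 24 h at 37 C. Luminescence was read 12 min after detection reagent; inverse agonists lower signal.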
WRN helicase inh – WRN helicase (human) inhibition; 0.46% of 360,000 active; Q14191; AID 651768; WRN helicase unwinding, fluorescent forked duplex, kinetic; Potency, µM (doses to about 114 µM), without a hit: top-dose activity change, negative = inhibition, actives largely listed as inhibitors; also: potency is read from the fitted curve at half-maximal effect; % is scaled to controls: 0 for no effect and ±100 for the full control effect; nearly all actives have a fitted effect of over 55% in size
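Enzyme (20 nM final) and test compound sit together 15 min at room temperature before substrate addition. Substrate is a single-forked duplex oligonucleotide (100 nM) labelled with fluorophore and quencher, with 2 mM ATP; helicase unwinding raises red fluorescence, read kinetically.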
* marks the source's active call; other numbers are inactive results; ? = inconclusive; . = not tested or not shown; [ ] = dose if it differs, or a comment. Unless noted, calls follow the shape of the dose curve; as a rule, active = well fitted curve in the direction sought with a large enough effect; inconclusive = small, poorly fitted or top-dose-only effect, or another doubt; inactive = no such curve, though single readings can be large; an effect the other way counts as inactive or inconclusive.

SMILES	GLP-1R agonist	PLK1 PBD inh	DRD3 agonist	IL-2 act	PI5P4K alpha inh	D3 antag	GLP1R cytotox	GLP1R inv ag	WRN helicase inh
COc1ccccc1CNC(=O)CCc1c(C)nc2c(c(C)nn2-c2ccc(C)c(C)c2)c1C	-6%	.	0	.	.	.	-2%	5%	.
COCCSc1nnc(NC(=O)Cc2cccs2)s1	-2%	-8%	0	-2.2	.	-17	-25%	0%	-8%
O=C(CSc1nnc(Cn2c(=O)sc3ccccc32)n1-c1ccccc1)Nc1nccs1	2%	-18%	-2	-1.3	-2	-20	2%	-17%	5%
O=C(NC(c1ccccc1)c1cnccn1)C1CCN(CCOc2ccc(Cl)cc2Cl)CC1 (centres undefined)	3%	-10%	-13	-0.5	3	-84*	-23%	?	6%
Cc1ccccc1-c1nnc(SCC(=O)NC2CCCCC2)o1	19%	-3%	1	0.6	5	23	-1%	-27%	-6%
COc1ccccc1CNc1nc(Oc2cccc(F)c2)c2sccc2n1	9%	1%	-16	0.0	41	5	3%	?	-10%
c1ccc(-c2nnc(SCC3CCCCO3)nc2-c2ccccc2)cc1 (centres undefined)	8%	-13%	-1	-0.7	6	4	18%	?	-5%
COc1ccc(CCNC(=O)c2ccc3c(c2)N(Cc2ccc(Cl)cc2)CCS3)c(OC)c1	-1%	.	6	.	.	.	-11%	?	.
Cc1cc(C)cc(NC(=O)C(c2ccccc2)N2CCN(CC(=O)N3CCCC3)CC2)c1 (centres undefined)	-3%	-4%	0	1.2	2	11	17%	1%	5%
CCCCN(C(=O)CSCc1c(C)noc1C)c1c(N)n(CCCC)c(=O)[nH]c1=O	2%	-2%	6	0.1	-3	14	0%	-7%	0%
CCNC(=O)NC(=O)COC(=O)CCc1nc(=O)c2ccccc2n1C	1%	7%	7	0.0	-2	3	8%	-8%	-11%
Cc1ccc(NC(=O)CCNS(=O)(=O)c2ccc3[nH]c(=O)oc3c2)cc1N(C)C	-2%	1%	3	-1.4	-5	12	-3%	-17%	-2%
C=CCn1c(N)c(C(=O)NCc2cccnc2)sc1=S	-6%	-10%	3	-1.0	-4	15	1%	-9%	-7%
Cc1cc(C)c(S(=O)(=O)Nc2ncn[nH]2)c(C)c1	-2%	3%	1	-2.1	1	-15	-2%	10%	15%
CC(C)C(=O)N1CCN(c2ccccc2NC(=S)NC(=O)c2ccco2)CC1	9%	?	2	-1.2	7	-1	-2%	-19%	-33%

Complete entries, looked up by structure:
Shown for `O=C(CSc1nnc(Cn2c(=O)sc3ccccc32)n1-c1ccccc1)Nc1nccs1` → GLP-1R agonist = 2%; PLK1 PBD inh = -18%; DRD3 agonist = -2; IL-2 act = -1.3; PI5P4K alpha inh = -2; D3 antag = -20; GLP1R cytotox = 2%; GLP1R inv ag = -17%; WRN helicase inh = 5%
Shown for `C=CCn1c(N)c(C(=O)NCc2cccnc2)sc1=S` → GLP-1R agonist = -6%; PLK1 PBD inh = -10%; DRD3 agonist = 3; IL-2 act = -1.0; PI5P4K alpha inh = -4; D3 antag = 15; GLP1R cytotox = 1%; GLP1R inv ag = -9%; WRN helicase inh = -7%

More results
SMILES	GLP-1R agonist	PLK1 PBD inh	DRD3 agonist	IL-2 act	PI5P4K alpha inh	D3 antag	GLP1R cytotox	GLP1R inv ag	WRN helicase inh
CC1(C(=O)Nc2ccc3c(c2)OCCO3)CN(S(C)(=O)=O)CC(=O)N1CCc1ccccc1 (centres undefined)	.	-12%	-3	0.6	5	4	8%	4%	-2%
CC(C)(C)c1ccc(-c2noc(CCC(=O)NCc3ccco3)n2)cc1	11%	-14%	2	-1.3	0	-16	-30%	?	-29%
Cc1ccc(S(=O)(=O)N2CCC(Oc3cccc(C(F)(F)F)c3)CC2)cc1	-2%	3%	0	-2.2	27	12	8%	?	-4%
COc1cc(/C=C2/SC(=S)N(CC(=O)NNC(=O)c3ccc(F)cc3)C2=O)cc(OC)c1OC	-8%	-2%	6	-3.1	2	23	-3%	9%	-11%
CCOc1ccccc1/C=C(/C#N)C(N)=O	-11%	-2%	-1	-1.7	1	1	-11%	17%	10%
O=C(CN1C(=O)c2ccccc2C1=O)c1ccc(F)cc1	3%	-3%	-6	-5.3	1	-17	2%	-15%	-3%
Cc1noc(C)c1COc1ccc(CC(=O)NCCc2ccccc2)cc1	3%	-11%	7	1.6	5	-6	4%	10%	8%
CC(C)c1nc2sc3c(c2c(=O)o1)CCCC3	-9%	-6%	2	-0.1	-3	21	-1%	-7%	3%
O=C(c1ccc(=O)oc1)N1CCN(c2ccc(F)cc2)CC1	-11%	-10%	-5	1.1	-19	?	-1%	-21%	-22%
CC(C#CCN1CCCCC1)OCCOCc1ccccc1 (centres undefined)	15%	-16%	-13	-0.7	-2	0	34%[activator]	?	-4%
CC(=O)Nc1cc2c(cc1[N+](=O)[O-])OCCO2	5%	-8%	-1	0.1	-2	-4	2%	7%	-3%
O=C(O)Cc1nn(Cc2ccc(Cl)cc2)c(=O)c2ccccc12	-3%	-12%	5	-1.2	2	11	9%	6%	-9%
COC(=O)C1=NN(C(=O)c2ccccc2)C(C)(O)C1 (centres undefined)	-4%	-10%	-6	0.9	.	-16	-19%	15%	2%
COc1ccccc1NS(=O)(=O)N(C)C	-9%	-9%	0	0.3	-4	27	-1%	-4%	-1%
CC(NC(=O)COC(=O)c1cc([N+](=O)[O-])ccc1N1CCOCC1)c1ccccc1 (centres undefined)	11%	-2%	0	-3.5	-6	4	?	7%	-15%
COc1ccccc1[C@H]1C(c2ccc(F)cc2)=NN(c2ccccc2)[C@@H]1CO	-1%	-6%	11	-0.4	-3	28	98%[activator]	?	-6%
CCOC(=O)c1sc(=S)n(C)c1NC(=O)c1ccccc1Cl	-7%	12µM*	-7	-2.3	-17	35	-5%	-9%	?
COc1ccccc1N1C(=O)CC(Sc2nccc(C)n2)C1=O (centres undefined)	0%	-3%	1	-1.3	-1	3	-10%	1%	-4%
Cc1sc2nc(C3CC3)nc(N3CCN(C(=O)c4ccccc4F)CC3)c2c1C	25%	-6%	0	1.0	-7	11	-16%	?	1%
Cc1ccc(Cn2c(O)c(N=NC(=S)Nc3ccccc3F)c3ccccc32)cc1	6%	-7%	-2	-0.4	1	4	-24%	-9%	0%
CCc1[nH]c(=S)c(C#N)c2c1CCCC2	2%	27µM*	2	-1.5	-52*	-21	20%	38%[activator]	-19%
COC(=O)c1c(NC(=O)C(Cl)Cl)sc2c1C(C(=O)OC)CC2 (centres undefined)	3%	-23%	-9	0.2	-6	-13	-11%	?	6%
CCCCNC(=O)C(NC(=O)c1ccccc1)C(=O)c1ccccc1 (centres undefined)	.	3%	-5	1.0	2	-22	-5%	15%	8%
Fc1ccc(CNc2nc3ccccc3n3cnnc23)cc1	-3%	-7%	1	-0.1	-7	17	3%	7%	-10%
Cn1cc(C(=O)O)c(-c2ccc3c(c2)OCCCO3)n1	5%	-2%	3	-0.2	0	1	-6%	5%	-14%
CN1CCN(C(=O)c2ccc(N3CCCC3=O)cc2)CC1	-2%	-29%	-5	1.3	1	?	-3%	1%	-4%
O=C(COC(=O)c1ccccc1F)NCc1ccc2c(c1)OCO2	2%	0%	0	-0.1	-3	9	-33%	10%	9%
Cc1cccc(CC(=O)c2c[nH]c3ccccc23)c1	20%	-4%	-7	-0.5	-10	-22	9%	?	4%
CCn1nnnc1SCC(=O)Nc1cccc(NC(C)=O)c1	-1%	-8%	1	-3.5	0	2	-7%	39%[activator]	0%
COCc1cc(=O)[nH]c(-c2csc(C)n2)n1	0%	-2%	4	-2.5	-1	4	14%	11%	-5%
O=C(CSc1ncccn1)NC(=O)Nc1ccc2c(c1)OCCO2	2%	-2%	-2	-0.4	2	7	8%	1%	-1%
CCc1ccc(N2C(=O)CSC23C(=O)N(Cc2cccc(F)c2)c2ccccc23)cc1 (centres undefined)	-5%	.	-16	.	.	.	-8%	-28%	.
CC(C)(C)OC(=O)N1CCC(NC(=O)c2nc[nH]c2C(=O)NC2CCN(C(=O)OC(C)(C)C)CC2)CC1	-2%	-16%	7	0.3	-1	13	-11%	-27%	2%
CCc1cc(=O)[nH]c(SCCC(F)=C(F)F)n1	1%	-11%	0	1.3	4	-11	-1%[7.66 µM]	6%[7.66 µM]	2%
COc1ccc(C(=O)N/N=C/c2ccccn2)cc1OC	3%	1%	-4	0.4	-4	-5	-2%[7.66 µM]	4%[7.66 µM]	-10%
CCOC(=O)c1c(C(=O)OCC)c(C)n(Cc2cc(OC)c(OC)c(OC)c2)c1C	9%	?	-1	0.0	2	8	-15%	25%	-15%
CC(=O)c1ccc(OCc2cc(C(=O)N3CCN(C4CCCC4)C(=O)C3)no2)cc1	0%	3%	0	-3.5	-5	7	-5%	20%	-14%
COc1ccccc1N1CCN(C(=O)c2ccc(Cl)c(S(=O)(=O)N3CCCC3)c2)CC1	-10%	-9%	0	-0.4	-10	15	12%	-38%	3%
CC(C)(C)n1ncc2c(=O)n(CC(=O)NCCc3ccccc3)cnc21	2%	-13%	-8	-0.4	4	5	14%	14%	0%
COc1ccc(N(C)S(=O)(=O)c2cccc3cccnc23)c(OC)c1	4%	-11%	31*	-4.0	.	34	-32%	-11%	3%
CC(=O)c1cnn(-c2ccc(Cl)c(Cl)c2Cl)c1C	4%	-7%	-2	0.8	2	-7	-7%	?	-3%
Cc1ccc(C)c(NC(=O)CCN2CCCC(C)C2)c1 (centres undefined)	1%	-4%	-19	-0.3	0	-24	-7%	6%	-2%
C(=N\Nc1nc(Nc2ccccc2)nc(Nc2ccccc2)n1)/c1ccncc1	11%	-4%	11	-0.9	0	-1	-6%	-1%	-18%
Cc1ccc2cccc(Oc3ncnc4scc(-c5ccccc5)c34)c2n1	-1%	2%	-5	-1.5	0	-7	-10%	?	-4%
CN(C)C(=O)/C(=C\c1cccc(Oc2ccccc2)c1)NC(=O)c1ccccc1	7%	-6%	-15	0.8	0	?	2%	?	-4%
COc1cccc(NC(=O)c2cccc(N3C(=O)C4CCC(C)CC4C3=O)c2)c1 (centres undefined)	6%	-3%	4	0.0	0	15	3%	-15%	-5%
Cc1cccc2cc(CN(Cc3nnnn3Cc3ccco3)C3CCCC3)c3nnnn3c12	10%	-7%	-6	-2.7	.	22	-6%	0%	-7%

Assay outcomes from PubChem.
